# NS5 inhibitors – Dengue-2 NS5 methyltransferase inhibitors, primary screen, biochemical, confirmation dose response (AID 588689); Dengue-2 NS5 methyltransferase capping enzyme assay, biochemical; higher % means a stronger effect; one-dose inhibition, % at 25 µM; IC50 in µM for titrated hits; 340,000 compounds, 0.3% hits; in the data active = a potency from the dose series
# LYP phosphatase – inhibitors of LYP phosphatase, biochemical, fluorescence intensity, uHTS (AID 1779). recombinant LYP phosphatase, fluorescence intensity; higher % means a stronger effect. inhibition, % at 11.5 µM, or IC50 in µM where a hit was titrated. 290,000 compounds, 0.054% hits; in the data active = inhibition above about 50%;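 also: plate controls were vehicle with enzyme for no effect and no enzyme for full effect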
# AID2073 – disruptors of CaV2.2 binding to Mint1 – biochemical, HTRF (AID 2073); HTRF protein-protein interaction, Mint1-CaV2.2; higher % means a stronger effect; one-dose inhibition, % at 20 µM; IC50 in µM for titrated hits; 290,000 compounds, 0.19% hits; in the data active = inhibition mostly above about 51%, no sharp cut-off; also: some results filed as inactive read as strong as hits
# RSV antiviral HEp-2 – inhibition of RSV-induced cytopathic effect – HEp-2 cells, primary 10 µM value included (AID 2391). 310,000 compounds, 0.13% hits. one-dose CPE inhibition, % at 10 µM; IC50 in µM for titrated hits. HEp-2 cells, RSV-induced CPE inhibition; higher % means a stronger effect; in the data active = a potency from the dose series; also: strong numbers were not always called active
# NTR1 agonist – NTR1-driven beta-arrestin-GFP spot formation – imaging, U2OS cells, high content, primary screen (AID 493036); P30989; agonist mode; activation, % at 20 µM; 330,000 compounds, 0.17% hits;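 active = activation at or above 40% of the spot to cytoplasm intensity ratio, with at least 20 cells analyzed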;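 also: 0% = DMSO without peptide and 100% = 100 nM NTR1 peptide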
# Target sequence (P30989 whole entry, looked up): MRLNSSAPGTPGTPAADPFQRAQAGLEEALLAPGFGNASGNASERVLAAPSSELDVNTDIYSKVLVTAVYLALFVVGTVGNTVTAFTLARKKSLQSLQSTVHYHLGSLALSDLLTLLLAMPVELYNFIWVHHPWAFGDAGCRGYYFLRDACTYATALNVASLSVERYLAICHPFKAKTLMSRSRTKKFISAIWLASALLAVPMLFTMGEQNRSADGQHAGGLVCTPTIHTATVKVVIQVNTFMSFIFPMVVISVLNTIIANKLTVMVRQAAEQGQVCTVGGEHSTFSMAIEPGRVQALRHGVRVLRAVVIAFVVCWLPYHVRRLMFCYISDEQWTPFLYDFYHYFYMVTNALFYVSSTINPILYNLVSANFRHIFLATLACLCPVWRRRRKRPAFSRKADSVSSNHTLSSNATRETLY
# WT yeast gro inh – growth inhibition of WT yeast, mitochondrial fusion screen; AID 1362; 190,000 compounds, 2.1% hits; mitochondrial fusion phenotypic screen, WT strain; inhibition, % at 10 µM; in the data active = inhibition above about 58%; tested in S. cerevisiae
# UTI89 phage lysis – protection from phage-mediated lysis, alamar blue read-out – E. coli UTI89, K1F phage, bacterial capsule biogenesis inhibitors (AID 488966). E. coli UTI89 K1F phage lysis, alamar blue, 2 h; higher % means a stronger effect. inhibition, % at 100 µM; hits with a dose series show IC50 in µM. 340,000 compounds, 0.02% hits;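 active = phage lysis inhibition, versus mean bacterial control, above a set limit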;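 also: capsule biogenesis inhibitors block K1F phage lysis so surviving cells raise fluorescence; higher fluorescence means more inhibition of phage lysis; actives were called in the ten point dose series up to 300 µM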
# Autophagy mod – alters autophagy in cells. calls only at 10 µM (by protocol). 190,000 compounds, 0.98% hits. MEF GFP-LC3 puncta imaging; test concentration mostly 10 µM;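 active = percentage of spot-positive cells more than 3 SD above its plate mean, without a fluorescence outlier flag or 80% toxicity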;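 also: spot-positive cell cutoff set from DMSO-treated cells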
# GPR35 antagonists – GPR35 antagonists blocking zaprinast-driven arrestin recruitment, primary screen, imaging, U2OS, beta-arrestin-GFP, zaprinast agonist (AID 2058). one-dose inhibition, % at 10 µM; IC50 in µM for titrated hits. 290,000 compounds, 0.052% hits. U2OS GPR35 beta-arrestin-GFP translocation imaging, zaprinast antagonism; higher % means a stronger effect;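 active = inhibition of at least 50% with at least 30 cells and total cytoplasm GFP at most 10,000,000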
# WT yeast gro inh mutant strain – also measured in WT yeast gro inh; calls as there; inhibition, %; mitochondrial fusion phenotypic screen, mutant strain inhibition
# Autophagy mod cell loss 18 h – second read-out of Autophagy mod, no call of its own (marks repeat the call); toxicity, %; measured here: cell loss, nuclei count;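 cell loss after 18 h compound exposure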
# NTR1 agonist cell count 20 µM – recorded beside NTR1 agonist, whose call it bears; cell count; measured here: cell count, cytotoxicity flag
# NS5 inhibitors pilot replicate – second read-out of NS5 inhibitors, no call of its own (marks repeat the call); inhibition, %; measured here: pilot screen replicate inhibition
# Numbers without * were called inactive; i = inactive; . = not tested or not shown; [ ] = another dose, or the depositor's remark. The order is random; overall some 2.6% were active at least once.
SMILES,NS5 inhibitors,LYP phosphatase,AID2073,RSV antiviral HEp-2,NTR1 agonist,NTR1 agonist cell count 20 µM,WT yeast gro inh,WT yeast gro inh mutant strain,UTI89 phage lysis,Autophagy mod,Autophagy mod cell loss 18 h,GPR35 antagonists,others
Cc1ccc(N(CC(=O)N2CCc3ccccc32)S(=O)(=O)c2cccs2)cc1,-7%,-1%,-4%,2.2%,0.8,63,-3,-1,0.3%,i,24,-15%,
N=c1c(C(=O)NCc2ccc3c(c2)OCO3)cc2c(=O)n3ccccc3nc2n1Cc1cccnc1,-5%,-20%,14%,-0.2%,2.1,83,22,-8,-0.1%,i,9,-12%,NS5 inhibitors pilot replicate=-1.7
O=C(CN1CCN(c2ccc(O)cc2)CC1)Nc1ccccc1C(=O)NCCc1ccccc1,1%,.,.,-0.3%,5.3,56,.,.,-0.1%[50 µM],.,.,.,
Cc1ccc(OCCNC(=O)CCNS(=O)(=O)c2ccc(C)cc2)cc1,-2%,.,.,-0.7%,0.8,56,.,.,0.3%[50 µM],.,.,.,
Cc1ccc(C(=O)NC(C)c2ccc(S(N)(=O)=O)cc2)s1 (stereo not given),-7%,-2%,13%,2.5%,0.6,51,.,.,0.0%,.,.,11%,
Cc1cc(NCc2ccco2)nc2cc(O)ccc12,-4%,-1%,-12%,8.6%,-0.3,38,13,10,1.1%,i,-4,-3%,
CCO[C@@H]1OC(C(=O)O)=C[C@H](c2csc3ccccc23)[C@H]1CCCO,-5%,1%,22%,2.8%,-1.1,82,-2,-8,0.3%,i,28,3%,
CCOc1ccc(-c2cc(C(=O)NCC3CCCO3)c3ccccc3n2)cc1 (stereo not given),-3%,1%,42%,13%,2.1,58,5,-7,0.3%[50 µM],i,-1,7%,
CN(C)CCOC(=O)C12CC3CC(CC(C3)C1)C2,-1%,0%,1%,0.6%,-0.3,43,-3,5,0.2%,i,14,9%,
Cc1ccc2c(c1)nnn2C1CCN(CC(=O)Nc2ccc(F)cc2)CC1,-1%,-6%,8%,1.1%,-1.6,68,.,.,-0.9%[50 µM],.,.,1%,
CCOC(=O)N1CCN(C(=O)c2cn(CC)c3ccc(S(=O)(=O)N4CCCCC4)cc3c2=O)CC1,-13%,-3%,-10%,-1.0%,0.3,26,5,10,0.2%,i,4,-2%,
COc1ccc(CN(CC2CCC(C(=O)O)CC2)C(=S)Nc2ccccc2OC)cc1 (stereo not given),6%,5%,10%,-1.1%,1.1,53,-15,-5,-0.3%,i,29,-8%,
CCOc1ccc(N(CC)C(=O)COc2cc(=O)n(CC)c3ccccc23)cc1,2%,2%,-1%,6.7%,0.2,86,-10,2,-0.3%,i,-1,5%,
CCc1nn(CC(=O)N2CCN(CC)CC2)c(=O)c2cc3sccc3n12,1%,-6%,10%,-0.6%,-3.2,50,.,.,2.3%,.,.,13%,
O=C(CSc1nc(O)c(C2CCCCC2)c(=O)[nH]1)Nc1ccccc1Cl,-1%,-10%,-1%,0.9%,-0.7,30,.,.,-0.1%,.,.,-2%,
CN(C)S(=O)(=O)c1ccc(S(=O)(=O)N(CC(=O)Nc2ccccc2)Cc2ccco2)cc1,-2%,-5%,17%,-0.2%,1.3,59,6,-3,0.0%,i,5,1%,
CCOc1ccc(NC(=O)CSc2nc(O)c(C)c(=O)n2-c2ccc(F)cc2)cc1,-2%,-1%,-2%,1.8%,-1.2,43,.,.,0.2%,.,.,-1%,
CC(C)(C)c1ccc(-c2nnc(SCC(=O)c3ccc4c(c3)OCCO4)o2)cc1,2%,-6%,40%,-0.2%,6.7,42,-1,6,0.5%,i,1,-11%,
CN(C)CCCN1C(=O)CSC1c1ccc([N+](=O)[O-])cc1 (stereo not given),-6%,-8%,17%,-0.4%,-1.0,59,-4,1,1.4%,i,-1,10%,
CC(C(=O)NCc1ccccc1)N(CCN1CCOCC1)C(=O)c1snc(C(N)=O)c1N (stereo not given),.,-3%,4%,.,.,.,.,.,.,i,-12,-3%,
CC(C)CSc1ccc(S(=O)(=O)NCC(=O)O)cc1[N+](=O)[O-],-5%,-1%,-1%,.,.,.,5,8,0.2%,i,-12,-18%,
Cc1cccc2c3nc4ccccc4nc3n(CCCN3C(=O)c4ccccc4C3=O)c12,12%,0%,9%,.,.,.,7,0,0.1%,i,-1,-12%,
CC(=O)Nc1ccc(NC(=O)C23CC4CC(C2)CC(n2cnc(Br)n2)(C4)C3)cc1,2%,-6%,-14%,0.9%,0.9,87,0,7,0.0%,i,17,9%,
CCOC(=O)C1CCCN(C(=O)c2cccc([N+](=O)[O-])c2C)C1 (stereo not given),-5%,3%,-6%,0.9%,1.0,46,4,2,3.3%,i,-1,5%,
Fc1ccc(-c2nnn(Cc3ccc(F)cc3Cl)n2)cc1,-6%,-3%,3%,6.0%,2.3,84,.,.,0.0%,.,.,5%,
O=C(COc1ccccc1)NC(=S)Nc1cccc2cc(O)ccc12,-3%,-4%,38%,2.5%,11,55,.,.,-0.3%[50 µM],.,.,8%,
CC(=O)Nc1nc2ccc(NC(=O)c3ccco3)cc2s1,-5%,-6%,-1%,-0.5%,-5.4,74,-31,3,0.4%,i,-5,15%,
COc1ccc(NC(=O)CSc2nc3ccccc3c(=O)n2CCCN2CCC(C)CC2)c(OC)c1,-1%,-3%,-7%,-2.3%,-0.8,65,10,6,0.1%,i,23,-7%,
CCOc1ccc(CNC(=O)C2CCN(c3nnc(C)c4c(C)n(-c5ccc(C)cc5)nc34)CC2)cc1,-32%,-5%,15%,1.5%,11,53,.,.,0.6%,.,.,14%,
O=C1c2cccc3cc([N+](=O)[O-])cc(c23)C(=O)N1c1ccccc1O,8%,-1%,13%,-3.5%,2.7,83,-2,10,-2.8%,i,11,-3%,
CCc1ncc(CN2CCCC(C(=O)Nc3cccc(-c4ccc(F)cc4)c3)C2)cn1 (stereo not given),-3%,-7%,0%,8.8%,0.9,60,.,.,0.2%,.,.,-10%,
COc1ccc(C(=O)C2CCCN(C(=O)C3=CCCC3)C2)c(C)c1 (stereo not given),-5%,-3%,1%,10%,-1.1,50,-8,11,0.8%,i,3,6%,
O=S(=O)(NC(=S)c1ccccc1)c1ccc(F)cc1,2%,-7%,-15%,1.0%,0.6,72,.,.,0.2%,.,.,5%,NS5 inhibitors pilot replicate=-1.5
O=C(NC1CCCC1)C(c1ccncc1)N(C(=O)c1ccco1)c1ccc(Cl)cc1 (stereo not given),-4%,-4%,4%,0.9%,1.0,41,.,.,0.2%,.,.,9%,
CCn1c(=O)cc(OCC(=O)Nc2ccc3c(c2)OCCO3)c2ccccc21,1%,4%,22%,8.5%,4.5,66,10,11,0.4%,i,7,-3%,NS5 inhibitors pilot replicate=-1.5
Nc1ccc(Sc2nnnn2-c2ccccc2)c(Cl)c1,-1%,-1%,-4%,0.3%,2.3,64,7,12,5.8%,i,5,3%,
Nc1oc2ccccc2c(=O)c1C=O,0%,-2%,27%,1.2%,-0.6,70,-17,-16,2.0%[50 µM],i,8,6%,
CC(C)C(NC(=O)C1CCCCC1)C(=O)NCCc1ccccc1 (stereo not given),-2%,-1%,-3%,-0.8%,4.3,56,-3,-14,1.2%[50 µM],i,-5,14%,
Cc1cccc(NC(=O)C2CCN(S(=O)(=O)c3c(C)c(C)cc(C)c3C)CC2)n1,-5%,.,.,20%,4.7,71,.,.,-0.3%[50 µM],.,.,.,
COc1ccc(Cl)cc1N(C(C)C(=O)NC1CCCC1)S(C)(=O)=O (stereo not given),-3%,-4%,12%,0.3%,-0.2,53,1,3,4.0%,i,10,-11%,

# An excerpt from above in order of number of heavy atoms, ascending:
SMILES,NS5 inhibitors,LYP phosphatase,AID2073,RSV antiviral HEp-2,NTR1 agonist,NTR1 agonist cell count 20 µM,WT yeast gro inh,WT yeast gro inh mutant strain,UTI89 phage lysis,Autophagy mod,Autophagy mod cell loss 18 h,GPR35 antagonists,others
Nc1oc2ccccc2c(=O)c1C=O,0%,-2%,27%,1.2%,-0.6,70,-17,-16,2.0%[50 µM],i,8,6%,
O=S(=O)(NC(=S)c1ccccc1)c1ccc(F)cc1,2%,-7%,-15%,1.0%,0.6,72,.,.,0.2%,.,.,5%,NS5 inhibitors pilot replicate=-1.5
Nc1ccc(Sc2nnnn2-c2ccccc2)c(Cl)c1,-1%,-1%,-4%,0.3%,2.3,64,7,12,5.8%,i,5,3%,
CC(=O)Nc1nc2ccc(NC(=O)c3ccco3)cc2s1,-5%,-6%,-1%,-0.5%,-5.4,74,-31,3,0.4%,i,-5,15%,
COc1ccc(Cl)cc1N(C(C)C(=O)NC1CCCC1)S(C)(=O)=O (stereo not given),-3%,-4%,12%,0.3%,-0.2,53,1,3,4.0%,i,10,-11%,
O=C1c2cccc3cc([N+](=O)[O-])cc(c23)C(=O)N1c1ccccc1O,8%,-1%,13%,-3.5%,2.7,83,-2,10,-2.8%,i,11,-3%,
CCn1c(=O)cc(OCC(=O)Nc2ccc3c(c2)OCCO3)c2ccccc21,1%,4%,22%,8.5%,4.5,66,10,11,0.4%,i,7,-3%,NS5 inhibitors pilot replicate=-1.5
Cc1cccc(NC(=O)C2CCN(S(=O)(=O)c3c(C)c(C)cc(C)c3C)CC2)n1,-5%,.,.,20%,4.7,71,.,.,-0.3%[50 µM],.,.,.,
O=C(NC1CCCC1)C(c1ccncc1)N(C(=O)c1ccco1)c1ccc(Cl)cc1 (stereo not given),-4%,-4%,4%,0.9%,1.0,41,.,.,0.2%,.,.,9%,
CCc1ncc(CN2CCCC(C(=O)Nc3cccc(-c4ccc(F)cc4)c3)C2)cn1 (stereo not given),-3%,-7%,0%,8.8%,0.9,60,.,.,0.2%,.,.,-10%,
COc1ccc(NC(=O)CSc2nc3ccccc3c(=O)n2CCCN2CCC(C)CC2)c(OC)c1,-1%,-3%,-7%,-2.3%,-0.8,65,10,6,0.1%,i,23,-7%,
CCOc1ccc(CNC(=O)C2CCN(c3nnc(C)c4c(C)n(-c5ccc(C)cc5)nc34)CC2)cc1,-32%,-5%,15%,1.5%,11,53,.,.,0.6%,.,.,14%,

# (list continues)
SMILES,NS5 inhibitors,LYP phosphatase,AID2073,RSV antiviral HEp-2,NTR1 agonist,NTR1 agonist cell count 20 µM,WT yeast gro inh,WT yeast gro inh mutant strain,UTI89 phage lysis,Autophagy mod,Autophagy mod cell loss 18 h,GPR35 antagonists,others
O=C(Oc1ccccc1)c1cccc(N2C(=O)CCC2=O)c1,-6%,-7%,0%,2.9%,-0.4,55,-4,-9,0.5%[50 µM],i,19,16%,
COC(=O)c1scc(C)c1NC(=O)C(Cl)c1ccccc1 (stereo not given),-1%,4%,15%,-0.9%,-0.5,84,-9,3,-0.1%,i,1,12%,
NC(=O)c1ccsc1NC(=O)c1ccc2c(c1)CCCC2,-3%,-1%,16%,0.4%,12,88,70*,70*,0.2%,i,-55,-16%,
CN1CCN(c2ccc([N+](=O)[O-])cc2C(=O)Nc2ccccc2)CC1,3%,6%,-8%,-1.1%,-1.3,37,9,13,-1.8%,i,-19,-2%,
